Assay outcomes as filed in PubChem BioAssay.
M18AAP inhibitor: blocks P. falciparum M18 aspartyl aminopeptidase; recombinant PfM18AAP, H-Glu-NHMec fluorogenic cleavage; inhibition, % at 7.35 µM; actives 1.2% (n = 290,000);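 active = inhibition above the campaign mean inhibition over all tested compounds plus 3 SD, cut at about 28% in these data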;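 also: 0% = plate median of test compound wells and 100% = 2 mM ZnCl2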
IDE act: IDE (human) activation, cell-based; P14735; HEK cells, FAbeta-B cleavage, fluorescence polarization; 0% vehicle, 100% cell-free pure enzyme wells; activation, % at 5.96 µM; actives 0.073% (n = 340,000);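 active = activation above the mean of all tested compounds plus 3 SD, set per screening campaign, cut at about 17% in these data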
SUMO HTRF inh: blocks human SUMOylation mediated by UBC9; inhibition, % at 35 µM; P63279; AID 2006; HTRF SUMOylation assay, SAE1/SAE2 + UBC9, in vitro; actives 0.36% (n = 290,000); in the data active = inhibition above about 50%, passing the limit was not always enough; also: strong numbers were not always called active
Target sequence (P63279 whole entry, looked up): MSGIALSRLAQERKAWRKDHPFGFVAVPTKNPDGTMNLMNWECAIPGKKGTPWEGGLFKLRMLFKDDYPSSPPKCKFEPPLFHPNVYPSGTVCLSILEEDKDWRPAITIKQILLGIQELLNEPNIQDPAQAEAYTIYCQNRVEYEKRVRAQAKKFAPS
MEKK2wt PB1 HTS: raises or lowers MEK5 binding to wildtype human MEKK2 PB1 domain; Q9Y2U5; bead flow cytometry, Alexa488-MEK5 binding to MEKK2 WT; actives lie on both sides; binding response (% of control), % at 10 µM; actives 1.1% (n = 290,000); in the data active = binding response below about 67% or above about 130%
IDE cell inh: inhibits human insulin-degrading enzyme in HEK cells. FAbetaB cleavage, fluorescence polarization. inhibition, % at 5.59 µM. P14735. actives 0.41% (n = 320,000);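 active = percent inhibition above the average of all tested compounds plus 3 SD, set per screening campaign, cut at about 16% in these data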;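 also: IDE supplied by intact live HEK cells; FP after avidin binding of uncleaved biotin substrate so inhibition keeps polarization high; 0% = DMSO wells and 100% = 60 µM reference IDE inhibitor Ii1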
NALP1 yeast inh: blocks the NALP1 inflammasome reconstituted in yeast | S. cerevisiae NALP1/ASC/caspase-1 growth, X-gal OD620, 72 h | actives 0.61% (n = 280,000) | inhibition, % at 10 µM | AID 2071; in the data active = inhibition mostly above about 24%, no sharp cut-off; inactive = mostly below about 32%; also: some compounds called inactive have numbers as strong as hits
MEKK3 PB1 HTS: MEKK3-MEK5 PB1 interaction, increase or decrease; bead-based flow cytometry, Alexa488-MEK5 binding to MEKK3; actives lie on both sides; 0 = blocked by unlabeled MEK5, 100 = vehicle; binding response (% of control), % at 10 µM; AID 1529; actives 1.4% (n = 290,000);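 active = binding response more than 3 SD above or below the average of its plate-row segment, actives on both sides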;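 also: Alexa488 bead fluorescence after subtracting the streptavidin-only scavenger bead signal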
Target sequence (Q99759 whole entry, looked up): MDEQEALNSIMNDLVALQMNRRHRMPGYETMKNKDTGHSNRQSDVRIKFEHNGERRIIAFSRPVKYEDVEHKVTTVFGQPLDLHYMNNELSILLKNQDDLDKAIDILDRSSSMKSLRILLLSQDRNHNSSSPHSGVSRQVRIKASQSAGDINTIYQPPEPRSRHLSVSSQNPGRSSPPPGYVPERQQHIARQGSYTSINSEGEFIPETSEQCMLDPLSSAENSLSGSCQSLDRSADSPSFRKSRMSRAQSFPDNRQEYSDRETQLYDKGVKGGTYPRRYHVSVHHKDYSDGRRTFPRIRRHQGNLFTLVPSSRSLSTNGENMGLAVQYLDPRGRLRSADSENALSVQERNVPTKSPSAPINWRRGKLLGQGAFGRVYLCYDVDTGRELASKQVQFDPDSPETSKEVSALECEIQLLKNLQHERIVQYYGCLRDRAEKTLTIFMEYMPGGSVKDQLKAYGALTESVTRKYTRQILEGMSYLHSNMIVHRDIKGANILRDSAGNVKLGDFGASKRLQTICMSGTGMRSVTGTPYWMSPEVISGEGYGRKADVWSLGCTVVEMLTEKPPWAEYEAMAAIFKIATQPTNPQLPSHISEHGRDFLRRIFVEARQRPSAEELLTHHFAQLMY
MEKK2 mut-MEK5: signal of MEK5 binding to mutant human MEKK2 PB1 domain; actives 0.35% (n = 290,000); percent response, % at 10 µM; bead flow cytometry, Alexa488-MEK5 binding to MEKK2 mutant; in the data active = percent response above about 24%, passing the limit was not always enough; also: inactives centre near 1; some results filed as inactive read as strong as hits; reference of the scale not given here
p-CIP stab down: compounds decreasing mouse p/CIP protein stability. decrease of EGFP signal, % at 10 µM. Q05BA5. actives 0.01% (n = 290,000). F442A p/CIP-EGFP cells, EGFP fluorescence, 16 h;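 active = EGFP signal decrease of at least 30% at 10 µM or well 3 SD below plate mean, unless failing retest; inactive = the rest, including hits failing retest or dose response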; also: some compounds called inactive have numbers as strong as hits; many of its hits are not listed in these tables
Numbers without * were called inactive; / = not tested or not shown.

SMILES	M18AAP inhibitor	IDE act	SUMO HTRF inh	MEKK2wt PB1 HTS	IDE cell inh	NALP1 yeast inh	MEKK3 PB1 HTS	MEKK2 mut-MEK5	p-CIP stab down
O=C(Cn1c(=O)n2ncnc2c2c3c(sc21)CCCC3)c1ccccc1	-2	-7	-5	97	4	-6	102	3	-8
CS(=O)(=O)c1ccc2nnn(OCC(=O)Nc3ccc(Br)cc3Br)c2c1	4	-3	2	98	4	7	103	1	-2
CCOc1ccc(NS(=O)(=O)c2ccc(C(=O)NCC3(N4CCCCC4)CCCCC3)cc2)cc1	11	-2	13	120	7	32	106	9	5
NC(=O)Cn1cc(/C=N\NS(=O)(=O)c2ccccc2)c2ccccc21	5	9	-8	94	/	-15	96	-6	2
Cc1ccc(S(=O)(=O)N(Cc2n[nH]c(=S)n2-c2ccccc2)c2cccc(Cl)c2)cc1	-5	6	-16	88	2	-2	93	-9	7
Cc1ccccc1C(=O)c1cccn1CC(=O)NCc1ccc2c(c1)OCO2	-2	4	4	97	3	6	94	-4	2
Cc1ccccc1NC(=O)CSc1nc(Nc2ccccc2)nc(N2CCOCC2)n1	-2	4	8	107	3	2	109	9	-10
CC(C)(C)C(=O)Nc1nc(C2CCCN2S(=O)(=O)c2ccc(Cl)cc2)cs1 (stereo unspecified)	2	-2	20	98	-1	18	99	4	-13
c1ccc(CNC2=NCCCC2)cc1	7	4	19	106	2	0	106	10	-15
CC1(C)OC2OC(COC(=O)c3ccccc3)C3OC(C)(C)OC3C2O1 (stereo unspecified)	-3	-2	-6	106	-3	19	104	3	-2
CCn1c(SCC(=O)Nc2cc(C)on2)nc2sc3c(c2c1=O)CCCC3	-6	0	3	100	4	-27	111	2	-10
Cc1cc(NO)nc(-c2ccc(Br)cc2)n1	56*	4	21	105	-2	-6	107	5	-6
COC(=O)c1ccc(C(=O)NC(=S)Nc2ccc3nc(SC)sc3c2)cc1	0	3	3	99	3	24	100	-4	-4
COc1cccc(-n2c(COc3ccc(C)cc3)nnc2SCC(=O)O)c1	3	-1	-2	103	2	-31	101	8	-2
O=C(COC(=O)c1ccc(Br)cc1)NCCc1ccccc1	-4	-3	-5	99	5	20	97	-1	5
COc1ccccc1C(=O)NC(=S)Nc1ccc(N2CCCC2)cc1	3	3	6	103	9	32	104	-1	0
CC(C)NC(=O)Nc1ccc(Br)cc1Cl	2	-4	11	98	-1	0	99	1	-21
CCOC(=O)N1CCN(C(=O)CSc2nnc(-c3cc(OC)ccc3OC)o2)CC1	-1	-1	19	103	/	3	104	6	-1
Cc1ccc(-c2cc(-c3ccccc3O)nc(N/N=C/c3cccnc3)n2)cc1	-2	1	53*	/	-2	27	/	/	-9
O=S(=O)(NCc1nc(-c2ccccc2)no1)c1ccc(F)cc1	-2	-7	6	107	1	-3	105	6	-6
Cc1[nH]c(=O)[nH]c(=O)c1CSc1nnc([C@@H](NC(=O)OC(C)(C)C)C(C)C)o1	6	7	10	100	-8	16	99	5	-1
O=C(CCN1C(=O)C2C3CCC(C3)C2C1=O)Nc1ccccc1C(F)(F)F (stereo unspecified)	-14	-3	13	95	3	27	89	-6	-3
Cc1cc(C(C)(C)C)cc(S(=O)(=O)Nc2cccc(C(=O)O)c2)c1C	9	1	9	98	2	0	101	3	-6
Cc1noc(C)c1S(=O)(=O)Nc1ccc(C(=O)Nc2ccc(OC(F)(F)F)cc2)cc1	-1	0	1	98	5	4	97	0	-12
COc1c(/C=N/NS(=O)(=O)c2ccc(C)cc2)c(CCN(C)C(C)=O)cc2c1OCO2	5	2	14	100	4	23	99	6	-17
CCCCC1CC(C)(C(=O)CSc2nc3ccccc3s2)OC1=O (stereo unspecified)	10	-1	7	97	-1	13	101	2	-19
COC(=O)c1cccc(CSc2nc3ccccc3[nH]2)c1	-13	0	-15	107	4	43	106	-2	-1
COc1cccc(C(C)NC(=O)Cc2cccs2)c1 (stereo unspecified)	-1	0	1	105	-2	11	104	6	-1
O=C(CN1CCOCCOCCOCC1)Nc1ccccc1	-7	5	8	100	6	21	98	-1	2
COc1ccc(NC(=O)/C(Cl)=C(/Cl)S(=O)Cc2ccc(C)cc2)cn1 (stereo unspecified)	-53	-12	-5	104	14	14	107	3	-10
CCCCCCC(=O)c1c(C)[nH]c(C(=O)OCC)c1C	-8	-6	-12	96	2	7	102	-4	-7
COc1ccc(-c2nn(-c3ccccc3)cc2N)cc1	1	0	6	/	-5	13	/	/	5
Cc1ccc(S(=O)(=O)C2(C(=O)Nc3ccc(Br)cc3)CC2)cc1	10	-2	0	100	8	6	103	0	-7
Cc1cc(=O)oc2cc(OCC(=O)OCc3nnc(-c4ccccc4)o3)ccc12	-10	3	2	97	5	23	95	2	-289
O=[N+]([O-])c1ccc(/C=N/Nc2nc(N3CCCC3)nc(N3CCCC3)n2)o1	9	6	5	93	1	13	98	-3	-10
COc1cc(CC(=O)O)c([N+](=O)[O-])cc1OC	1	5	14	101	-3	-2	99	3	-15

Record cards, as listed above:
Entry for `COc1ccc(NC(=O)/C(Cl)=C(/Cl)S(=O)Cc2ccc(C)cc2)cn1` (stereo unspecified) → M18AAP inhibitor: -53; IDE act: -12; SUMO HTRF inh: -5; MEKK2wt PB1 HTS: 104; IDE cell inh: 14; NALP1 yeast inh: 14; MEKK3 PB1 HTS: 107; MEKK2 mut-MEK5: 3; p-CIP stab down: -10
Entry for `COc1ccc(-c2nn(-c3ccccc3)cc2N)cc1` → M18AAP inhibitor: 1; IDE act: 0; SUMO HTRF inh: 6; MEKK2wt PB1 HTS: /; IDE cell inh: -5; NALP1 yeast inh: 13; MEKK3 PB1 HTS: /; MEKK2 mut-MEK5: /; p-CIP stab down: 5

Next section.
SMILES	M18AAP inhibitor	IDE act	SUMO HTRF inh	MEKK2wt PB1 HTS	IDE cell inh	NALP1 yeast inh	MEKK3 PB1 HTS	MEKK2 mut-MEK5	p-CIP stab down
O=C(Nc1cccc([N+](=O)[O-])c1)C12CC3CC(C1)CC(n1cnc([N+](=O)[O-])n1)(C3)C2	-1	0	-3	98	1	15	89	-7	-10
Cc1cc(C)cc(-n2ncc3c2CCCC3NC(=O)C2CCC2)c1 (stereo unspecified)	2	2	9	108	2	-8	102	4	-6
CC1=C(C(=O)OC(C)(C)C)C(c2cccs2)NC(=O)N1 (stereo unspecified)	2	6	10	104	9	33	107	-1	-9
CC(C)C(=O)Nc1cc(C(F)(F)F)ccc1N1CCOCC1	-3	0	4	104	-3	30	104	5	-14
Cc1nc2ccccc2n2c(O)c(CC(=O)O)cc12	-12	-15	4	100	9	32	100	1	0
Cc1nn(CC(=O)Nc2ccc(N(C)C)cc2)c(C)c1[N+](=O)[O-]	12	5	-10	92	3	17	88	-3	-10
Nc1nc2cc(S(=O)(=O)NC3=NCCCCC3)ccc2s1	3	1	12	99	2	/	99	6	-9
Cc1cc2c(cc1S(=O)(=O)NCc1ccccc1Cl)OCCN2C	-1	-1	-5	99	1	5	101	-2	4
COc1ccc(/C(=N\O)c2ncc(C(F)(F)F)cc2Cl)cc1	-15	-4	3	102	-4	-4	101	4	-1
COc1ccc(-c2noc(CCC(=O)NC3CCN(Cc4ccccc4)CC3)n2)cc1	3	-3	15	118	-4	-4	108	5	-8
CCn1cnc2cc(NCc3cccc(OC)c3O)ccc21	8	4	-4	104	-1	-5	101	1	41
Cc1cccc(Oc2nc(-c3ccncc3)nc3ccccc23)c1	-3	2	10	92	-2	1	93	-5	-10

In another format: entries from further up
Sequence of screens: M18AAP inhibitor | IDE act | SUMO HTRF inh | MEKK2wt PB1 HTS | IDE cell inh | NALP1 yeast inh | MEKK3 PB1 HTS | MEKK2 mut-MEK5 | p-CIP stab down
- Cc1nn(CC(=O)Nc2ccc(N(C)C)cc2)c(C)c1[N+](=O)[O-]
 : 12 | 5 | -10 | 92 | 3 | 17 | 88 | -3 | -10
- Nc1nc2cc(S(=O)(=O)NC3=NCCCCC3)ccc2s1
 : 3 | 1 | 12 | 99 | 2 | / | 99 | 6 | -9
- Cc1cc2c(cc1S(=O)(=O)NCc1ccccc1Cl)OCCN2C
 : -1 | -1 | -5 | 99 | 1 | 5 | 101 | -2 | 4
- COc1ccc(/C(=N\O)c2ncc(C(F)(F)F)cc2Cl)cc1
 : -15 | -4 | 3 | 102 | -4 | -4 | 101 | 4 | -1
- COc1ccc(-c2noc(CCC(=O)NC3CCN(Cc4ccccc4)CC3)n2)cc1
 : 3 | -3 | 15 | 118 | -4 | -4 | 108 | 5 | -8
- CCn1cnc2cc(NCc3cccc(OC)c3O)ccc21
 : 8 | 4 | -4 | 104 | -1 | -5 | 101 | 1 | 41

Other records follow.
SMILES	M18AAP inhibitor	IDE act	SUMO HTRF inh	MEKK2wt PB1 HTS	IDE cell inh	NALP1 yeast inh	MEKK3 PB1 HTS	MEKK2 mut-MEK5	p-CIP stab down
COCCN(C(=O)Cn1nnc2ccccc21)C(C(=O)NC1CCCCC1)c1ccc(OC)cc1OC (stereo unspecified)	0	0	21	104	2	3	107	6	-16
O=C1C2CC=CCC2C(=O)N1c1cccc(OS(=O)(=O)c2ccc3ccccc3c2)c1 (stereo unspecified)	0	4	-24	96	-3	-8	100	-1	-15
CC(=O)Nc1ccc(N/C=C/C(=O)c2ccco2)cc1	5	4	12	94	3	8	83	-5	-5
Cc1cc(=O)oc2cc(OC(C)C(=O)O)c(Cl)cc12 (stereo unspecified)	2	3	11	111	2	28	106	2	-7
CC(C)C[C@H](NC(=O)Nc1cccc(C(F)(F)F)c1)C(=O)O	0	-2	7	98	1	-4	97	-1	6
CCN(c1ccccc1)S(=O)(=O)c1ccc(NC(=O)c2ccco2)cc1	2	1	8	102	-5	6	99	-8	-10
CCc1ccccc1NC1=CC(=O)CC(C)(C)C1	-1	-3	11	103	6	20	102	1	8
CCOc1ccc(CNC(=O)C2CC(=O)N(C3CCCC3)C2)cc1OC (stereo unspecified)	-2	-3	13	101	-3	31	100	4	2
CC(Sc1nc(-c2ccccc2)cc(C(F)(F)F)n1)C(=O)N1CCOCC1 (stereo unspecified)	-8	1	-46	95	4	-6	93	1	-12
COc1ccc(-c2cn[nH]c2-c2ccc(OCc3ccc([N+](=O)[O-])cc3)cc2O)cc1OC	0	0	-19	104	2	/	105	-10	-18
Cc1cccc(/C=C/c2onc(C)c2S(=O)(=O)N2CCC(C(=O)NC(C)C)CC2)c1	-3	2	-4	97	-2	18	98	-1	7
COc1ccc(CCNC(=O)C23CCC(C)(C(=O)C2=O)C3(C)C)cc1OC (stereo unspecified)	-2	2	-12	100	2	-11	105	3	-8
COc1ccc(S(=O)(=O)N2CCSC2)cc1C	1	-2	-2	106	-8	22	100	1	-3
CCOc1ccc(C(=O)NCc2ccccc2)cc1Br	-13	-1	9	105	2	32	103	-1	-10

These rows are one share of the data; count on the stated rates, not on these rows.
